Assay outcomes: PubChem BioAssay, NMMLSC
Myeloid diff MLP: myeloid differentiation induction | ER-HoxA9 myeloid progenitors, lysozyme-GFP differentiation, flow cytometry | calls only at 10 µM | actives 1% (n = 360,000);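 active means normalized GFP-positive differentiation at or above the plate's own cutoff, the solvent-only control mean plus 3 SD; inconclusive means no clear call, values can overlap the other calls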;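 further: cells exposed to compound for four days before flow analysis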
Myeloid diff MLP GFP+ MAC1+ %: also measured in Myeloid diff MLP; calls as there; GFP+ MAC1+ double positive, %; measured here: differentiation confirmed by MAC1 staining
* marks the source's active call; other numbers are inactive results; i = inactive; ? = inconclusive; · = no result given. This is a subset. The share of hits here may be higher or lower than overall.

entry	SMILES	Myeloid diff MLP	Myeloid diff MLP GFP+ MAC1+ %
1	Cn1c(=O)c2cc(NC(=O)NCc3ccc(Cl)cc3Cl)ccc2n1Cc1ccc(F)cc1	i	0.6
2	COc1ccc(C)cc1NC(=O)C(c1ccccc1)N1CCN(CC(=O)NC2CC2)CC1 (centres undefined)	i	0.9
3	OCc1cccc(-c2csc(C(O)(c3ccccc3)C(F)(F)F)n2)c1 (centres undefined)	i	0.3
4	COC(=O)C[C@H]1C=C[C@@H](NC(=O)NC2CCCCC2)[C@@H](CO)O1	i	1.5
5	NC(=O)C1(Nc2ccc(-c3ccc(Cl)cc3)cc2)CCCC1	i	0.5
6	CC1C(=O)N(Cc2cn(Cc3ccco3)nn2)CCS(=O)(=O)N1Cc1ccc(-c2ccccc2Cl)cc1 (centres undefined)	i	0.8
7	COc1ccc(C(C)C)cc1-c1cc(C(=O)NCc2cccc(C(F)(F)F)c2)[nH]n1	i	0.4
8	CCOC(=O)C1=CCC(c2ccc(C#N)cc2)N(S(=O)(=O)c2ccc(C)cc2)C1 (centres undefined)	i	1.2
9	CCOc1ccc(NS(=O)(=O)c2ccc(C(=O)N(C)CC(=O)Nc3cccc(OC)c3)cc2)cc1	i	0.9
10	COc1ccc(CN2CCN(C(=O)c3ccccc3C(=O)c3ccccc3)CC2)cc1F	i	0.5
11	C[C@H](NC(=O)c1ncn2c1c(=O)[nH]c1ccccc12)c1ccccc1	i	0.9
12	Nc1nc(SCC(=O)c2c(N)n(C3CC3)c(=O)[nH]c2=O)n[nH]1	i	0.9
13	COCCN1C(=O)c2ccccc2C1c1nnnn1C(C)C (centres undefined)	i	0.3
14	O=C(NC1CC1)c1ccc(NC(=O)C2CCCC2)cc1	i	0.9
15	CN1CCC(OC2c3ccccc3CCc3ccccc32)CC1	i	0.8
16	CC(C)n1c(=O)c2ccccc2n1Cc1cn(CCc2c[nH]c3ccccc23)nn1	i	2.0
17	COc1ccccc1C(=O)NCC(=O)OCC(=O)N1CC(C)OC(C)C1 (centres undefined)	i	0.5
18	CN1OC[C@@H]2CN(C(=S)Nc3ccc(C#N)cc3)[C@H](c3ccc(N4CCCCC4)cc3)C[C@@H]21	i	0.8
19	Cc1nnc(SC(C)C(=O)Nc2ccc(N3CCOCC3)cc2)n1Cc1ccccc1 (centres undefined)	i	0.7
20	CC(=O)NCC1(c2ccccc2)CCN(CCCC(=O)c2ccc(F)cc2)CC1	i	0.4

Single records, from the list above.
COC(=O)C[C@H]1C=C[C@@H](NC(=O)NC2CCCCC2)[C@@H](CO)O1 as listed: Myeloid diff MLP = i; Myeloid diff MLP GFP+ MAC1+ % = 1.5
Cn1c(=O)c2cc(NC(=O)NCc3ccc(Cl)cc3Cl)ccc2n1Cc1ccc(F)cc1 as listed: Myeloid diff MLP = i; Myeloid diff MLP GFP+ MAC1+ % = 0.6

The list goes on.
entry	SMILES	Myeloid diff MLP	Myeloid diff MLP GFP+ MAC1+ %
21	CC(=O)Nc1ccc(S(=O)(=O)N(C)c2ccc(OCC(=O)Nc3ccccc3C(C)=O)cc2)cc1	i	0.6
22	COC(=O)c1ccc(COC(=O)C2CCN(S(=O)(=O)c3c(C)cc(C)cc3C)CC2)o1	i	1.4
23	Cc1cc(Cn2nc(-c3ccccc3)cc2C(=O)NCc2cccc(Br)c2)on1	i	1.7
24	COc1ccc(-c2c(-c3ccsc3)oc3c2C(O)CCC3)cn1 (centres undefined)	i	1.3
25	CCc1ccc(NC(=O)c2cc(S(=O)(=O)N3CCCC3)ccc2F)cc1	i	0.4
26	COc1cc(OC)cc(-c2noc([C@@H]3O[C@H](CO)[C@@H](O)[C@H]3O)n2)c1	i	0.6
27	C#Cc1ccc(NC(=O)C2(C)CCN2C(=O)Cc2ccc(C(C)C)cc2)cc1 (centres undefined)	i	1.1
28	COC(=O)C1C2CC(C(Br)C2Br)C1C(=O)O (centres undefined)	i	1.1
29	CC1CCCCN1CCNC(=O)c1ccc2c(c1)N(Cc1cccc(Cl)c1)C(=O)c1ccccc1S2(=O)=O (centres undefined)	i	1.0
30	CC1C(=O)N(Cc2cn(CC3CCCCC3)nn2)CCS(=O)(=O)N1Cc1ccc(-c2ccncc2)cc1 (centres undefined)	i	0.5
31	COc1ccc(C=C2SC(=S)N(CCCN3CCOCC3)C2=O)c(OC)c1	i	0.6
32	O=S1(=O)C[C@@H](N2CCCC2)[C@H](COCc2ccccc2)N1	i	1.1
33	COc1ccc(N2CCN(C(=O)COC(=O)CC(NC(N)=O)c3ccc(Cl)cc3)CC2)cc1 (centres undefined)	i	0.6
34	O=C(CSc1nc2ccccc2c(=O)n1-c1ccc(F)cc1F)NC1CC1	i	0.3
35	ON(CCc1ccccn1)Cc1ccccc1	i	1.0
36	NC(=O)C1CCCN(C(=O)c2[nH]c(C(F)(F)F)nc2-c2ccccc2)C1 (centres undefined)	i	0.6
37	CC(C)=CC(=O)N1CCC(Oc2cccc(C(=O)NCc3ccccn3)c2)CC1	i	0.9
38	CCC1(CC(C)C)SC(N)=NC1=O (centres undefined)	i	0.4
39	COC(=O)C[C@@H]1OC[C@H](C)N1S(=O)(=O)c1ccc(C)cc1	i	1.6
40	CC(=O)C1CCC2C3CC(C)C4=CC(=O)CCC4(C)C3C(=O)CC12C (centres undefined)	i	0.1
41	CC(=O)NC(CCC(=O)O)C(=O)O (centres undefined)	i	4.3
42	COC(=O)C1CCN(S(=O)(=O)c2cc3c4c(c2)CCN4C(=O)CC3)CC1	i	0.9
43	O=C(NCc1ccco1)c1ccc(-c2ccc(F)c(F)c2)c2ccoc12	i	0.7
44	CC(C)c1cc(C(=O)NCCc2cccs2)c(N)s1	i	0.8
45	COCc1cccc(-c2csc(C(C)(O)c3cccc(F)c3)n2)c1 (centres undefined)	i	1.1
46	CC1(C(=O)Nc2ccc3ccccc3c2)CCC(=O)N1CCc1c[nH]c2ccccc12 (centres undefined)	i	1.0
47	Cc1ccc(NC(=O)C2(C)CCN2Cc2ccc(OC(C)C)cc2)cc1 (centres undefined)	i	0.4
48	COc1ccc(C(C(=O)NC(C)(C)C)n2c(COc3ccc(C)cc3)nc3ccccc32)cc1 (centres undefined)	i	4.0
49	Cc1cc(Br)cn2c(CC(C)(C)C)c(-c3cccc(Cl)c3)nc12	i	0.8
50	CC(C)c1cc(NCCN2CCOCC2)n2c(nc3ccccc32)c1C#N	i	0.5
51	O=C(/C=C/c1ccccc1)COC(=O)c1ccccc1	i	0.4
52	COc1cccc(CN(C)C(=O)c2ccc(Cl)c(S(=O)(=O)N3CCCCCC3)c2)c1OC	i	0.7
53	COC(=O)[C@@]12C[C@@H](CC(=O)NCc3ccc(C)o3)C(=O)N(CCc3ccc(OC)c(OC)c3)C1=CCC(C)(C)C2	i	2.1
54	CC(=O)O[C@@H]1[C@H](Oc2c(O)c(C)c3c4c2[C@H](C)CC[C@H]4[C@H](C)C[C@@H]3C=C(C)C)O[C@@H](C)[C@@H](O)[C@H]1O	i	1.6
55	CN1C[C@@H](CO)O[C@@H](n2cnc3c(N4CCN(CCO)CC4)ncnc32)C1	i	1.5
56	COCCN1C[C@@H](CO)O[C@@H](n2cnc3c(NCC(C)C)ncnc32)C1	i	0.5
57	CCN(CC(=O)NCc1cccs1)C(=O)c1cccc(S(=O)(=O)Nc2ccc(F)cc2)c1	i	1.3
58	C[C@H](CO)N1C[C@H](C)[C@@H](CN(C)S(=O)(=O)c2cn(C)cn2)OCc2cnnn2CCCC1=O	i	1.0
59	OC(CCCC(O)c1ccccc1)c1ccccc1 (centres undefined)	i	0.3
60	CC(C)(C)C(=O)NCc1ccc(C(=O)CSc2nnc(-c3ccncc3)n2C2CC2)s1	i	1.0

Already shown: three of the compounds above.
entry	SMILES	Myeloid diff MLP	Myeloid diff MLP GFP+ MAC1+ %
46	CC1(C(=O)Nc2ccc3ccccc3c2)CCC(=O)N1CCc1c[nH]c2ccccc12 (centres undefined)	i	1.0
47	Cc1ccc(NC(=O)C2(C)CCN2Cc2ccc(OC(C)C)cc2)cc1 (centres undefined)	i	0.4
48	COc1ccc(C(C(=O)NC(C)(C)C)n2c(COc3ccc(C)cc3)nc3ccccc32)cc1 (centres undefined)	i	4.0

Carrying on:
entry	SMILES	Myeloid diff MLP	Myeloid diff MLP GFP+ MAC1+ %
61	CC1(C(=O)Nc2cccnc2)Cc2c(-c3ccc4c(c3)OCO4)ccnc2O1 (centres undefined)	i	0.3
62	CN(C)c1ccc(/C=C/C(=O)c2ccc(O)cc2)cc1	i	2.1
63	O=C(Nc1cccc(Oc2ccccc2)c1)C1Cc2c(-c3cccc(F)c3)ccnc2O1 (centres undefined)	i	0.4
64	Cc1cccc(C(=O)OCC(=O)Nc2sccc2C(N)=O)c1C	i	3.2
65	COc1cc(CN(C)C(=O)C2CCN(S(=O)(=O)c3cccs3)CC2)ccc1OC(F)F	i	0.8
66	O=Cc1c[nH]c2cccc(OCc3ccccc3)c12	i	0.6
67	CC(C)C(C(=O)NCc1ccccc1)N(C)Cc1ccc(Cl)c(Cl)c1 (centres undefined)	i	2.2
68	CC1(C(=O)Nc2ccc3c(c2)OCCO3)CCC(=O)N1CCOc1ccccc1 (centres undefined)	i	1.0
69	CC(C)CCN1C(=O)CSCC1(C)C(=O)Nc1ccc2c(c1)OCCO2 (centres undefined)	i	1.9
70	O=[N+]([O-])c1cc2ccccc2c(O)c1O	i	1.3
71	CCc1nc2c(OCc3ccccc3)cccn2c1N(C)C(C)=O	i	0.7
72	Cn1nc(C(C)(C)C)cc1C(=O)N1CCCCC1c1cc(C(=O)NCc2ccc(F)cc2)no1 (centres undefined)	i	1.5
73	COc1ccc(NC(=O)C(c2ccc(C#N)cc2)n2c(=O)c(-c3cc4ccccc4[nH]3)nc3ccccc32)cc1 (centres undefined)	i	3.6
74	Cc1nnc(Cc2ccco2)c2n[nH]c(C)c12	i	0.9
75	COCCNC(=O)C1(C)CCN(C(=O)/C=C/c2ccccc2)C1 (centres undefined)	i	0.3
76	Cn1c(N)c(C(=O)COC(=O)C2Cc3ccccc3CN2S(C)(=O)=O)c(=O)n(C)c1=O (centres undefined)	i	0.8
77	Cc1ccc2c(=O)n3c(nc2c1)C(C)NC(=O)c1cccnc1-3 (centres undefined)	i	1.0
78	Cc1ccc(S(=O)(=O)N2CCCCC2)cc1NC(=O)COC(=O)CN1C(=O)NC2(CC(C)CC(C)(C)C2)C1=O (centres undefined)	i	0.2
79	CCCc1cc(=O)oc2cc(C)cc(OCC(=O)N3C[C@H]4C[C@@H](C3)c3cccc(=O)n3C4)c12	i	2.4
80	O=C(NC1CCCCC1)C(c1ccccc1F)n1c(=O)c(-c2ccco2)nc2ccccc21 (centres undefined)	i	3.6
81	O=S1(=O)c2ccc(Br)cc2N2CCC[C@H]2CN1Cc1ccccc1	?	·
82	CC1CCN(C(=O)CN2C(=O)NC3(CCCc4ccccc43)C2=O)CC1 (centres undefined)	i	1.0
83	COCCNC(=O)Cn1nc(-c2ccccc2F)ccc1=O	i	0.3
84	CN1CCN(C(=O)c2ccc(-c3ccc(F)c(F)c3)c3ccoc23)CC1	i	1.0
85	O=C(Nc1ccccc1Cl)c1cc(C2CCCN(C(=O)c3cccc(O)c3)C2)on1 (centres undefined)	i	0.5
86	COC(=O)[C@@]12C[C@@H](CC(=O)NCc3cccc(C(F)(F)F)c3)C(=O)N(Cc3ccco3)C1=CCC(C)(C)C2	i	3.5
87	C[C@H]1CN([C@@H](C)CO)S(=O)(=O)c2ccc(C#Cc3ccccn3)cc2O[C@H]1CN(C)Cc1ccc(F)cc1	i	0.5
88	O=C(c1ccccc1NS(=O)(=O)c1ccc([N+](=O)[O-])cc1[N+](=O)[O-])N1O[C@@H]2C=C[C@H]1C2	i	3.0
89	COC(=O)C[C@H]1C[C@@H]2c3cc(NC(=O)NC4CCCC4)ccc3O[C@@H]2[C@@H](CO)O1	i	1.4
90	COc1ccc2oc(-c3ccccc3)cc(=O)c2c1	i	12
91	CN1C[C@@H]2[C@@H]3C(=O)N(C)C(=O)[C@@H]3[C@](C)(C1=O)N2C(=O)c1ccc(C(F)(F)F)cc1	i	1.5
92	CCOc1ccc(Cl)cc1-c1cc(C(=O)NCc2cccc(C(F)(F)F)c2)[nH]n1	i	0.7
93	Cc1csc(-c2nc3ccccc3n2C(C)c2nc3ccccc3[nH]2)c1 (centres undefined)	i	1.6
94	O=C(NCc1cccs1)C1Cc2c(-c3ccc(Cl)cc3)ccnc2O1 (centres undefined)	?	·
95	C=CCCC(=O)N1C[C@H]2CON(C)[C@H]2C[C@H]1c1cccc(Nc2ccccc2)c1	i	1.3
96	O=C1c2ccccc2C(c2nnnn2Cc2ccccc2)N1C1CC1 (centres undefined)	i	0.7
97	CCOC1=C2CN(S(=O)(=O)c3ccc(C)cc3)C(c3cccc(Cl)c3)CC2N(S(=O)(=O)c2ccc(C)cc2)C(c2ccncc2)C1 (centres undefined)	i	2.7
98	CCO[C@H]1OC(C(=O)O)=C[C@@H](C(C)(C)C)[C@@H]1CCCO	i	1.3
99	C[C@H]1CN([C@@H](C)CO)S(=O)(=O)c2ccc(Br)cc2O[C@H]1CN(C)C(=O)Cc1ccncc1	i	1.0
100	COc1cc2c3nc4n(c(=O)c3n(CC(=O)N3CCCC3)c2cc1OC)CCS4	i	2.2
101	CC(=O)C[C@@H]1OC[C@H](C)N1S(=O)(=O)c1ccc(C)cc1	i	3.0

As entered above:
Under Myeloid diff MLP GFP+ MAC1+ %, CN1CCN(C(=O)c2ccc(-c3ccc(F)c(F)c3)c3ccoc23)CC1 has the entry 1.0
Under Myeloid diff MLP GFP+ MAC1+ %, O=C1c2ccccc2C(c2nnnn2Cc2ccccc2)N1C1CC1 (centres undefined) has the entry 0.7
Under Myeloid diff MLP GFP+ MAC1+ %, CCO[C@H]1OC(C(=O)O)=C[C@@H](C(C)(C)C)[C@@H]1CCCO has the entry 1.3
Under Myeloid diff MLP GFP+ MAC1+ %, COc1ccc2oc(-c3ccccc3)cc(=O)c2c1 has the entry 12
